High-throughput results (PubChem BioAssay)
C1s inh: human complement C1s inhibition | P09871 | purified C1s, fluorogenic AMC substrate, pooled mixtures | mean inhibition % of two 10-compound mixtures (stronger effect = higher value), % at 5 µM (by protocol) | 62,000 tested, 0.16% active;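 active = inhibition above 20% in each of the two 10-compound mixture wells holding the compound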;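 note: 0% = enzyme wells lacking compound mixture and 100% = no-enzyme blank wells; some compounds called inactive have numbers as strong as hits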
Cdc25B block: inhibitors of human Cdc25B phosphatase; P30305; recombinant Cdc25B, OMFP fluorescence Ex485/Em525; inhibition, %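 (compounds tested at 10 µM final in the well)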; 65,000 tested, 0.1% active; AID 368; in the data active = inhibition above about 50%
FXIa inh mix: blocks human factor XIa in pooled compound mixtures; P03951; purified FXIa, fluorogenic substrate; inhibition, % at 5 µM; 62,000 tested, 0.19% active; AID 680;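 note: each value is inhibition by a whole ten-compound pool holding the compound; 0% = enzyme with no mixture and 100% = wells lacking enzyme; strong numbers were not always called active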
FXIIa mix inh: factor XIIa (human) inhibition, mixture screen; inhibition, % at 5 µM; P00748; AID 684; purified FXIIa, fluorogenic substrate, pooled mixtures; 62,000 tested, 0.2% active;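 note: 0% = enzyme without compound and 100% = no enzyme blank; some results filed as inactive read as strong as hits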
Hsp90 block: displaces geldanamycin probe from tumor Hsp90 | NCI-N417 lysate Hsp90, Cy3B-geldanamycin FP displacement | inhibition, % at 30 µM | 64,000 tested, 0.35% active | AID 429;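 active = inhibition above 50%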;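 note: 0% = tracer plus lysate wells and 100% = tracer alone without lysate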
MKP-1 inh: blocks human MKP-1 phosphatase activity. recombinant MKP-1, OMFP hydrolysis fluorescence. 65,000 tested, 0.15% active. P28562. AID 374. inhibition, %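 (compounds tested at a single concentration somewhere between 10 and 100 µM)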;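 active = inhibition above about 50%, limit read from the data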;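 note: 0% = DMSO max control wells and 100% = wells with enzyme stopped by NaOH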
Target sequence (P28562 whole entry, looked up): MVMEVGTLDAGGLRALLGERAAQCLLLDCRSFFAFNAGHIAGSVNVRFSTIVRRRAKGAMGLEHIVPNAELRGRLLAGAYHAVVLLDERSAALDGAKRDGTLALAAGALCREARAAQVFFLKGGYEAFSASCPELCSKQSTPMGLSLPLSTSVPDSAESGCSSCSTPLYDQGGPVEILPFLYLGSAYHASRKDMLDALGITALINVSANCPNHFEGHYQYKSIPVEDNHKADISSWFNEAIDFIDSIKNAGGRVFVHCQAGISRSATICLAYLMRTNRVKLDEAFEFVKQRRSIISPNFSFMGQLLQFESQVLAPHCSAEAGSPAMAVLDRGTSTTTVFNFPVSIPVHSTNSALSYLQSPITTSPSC
CatG inh: cathepsin G (human) inhibition; P08311; purified enzyme, AMC-tetrapeptide fluorescence, pooled mixtures; inhibition, % at 5 µM (by protocol); 62,000 tested, 0.2% active; AID 581;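 active = inhibition above 20% in each of the two mixture wells holding the compound; inactive = inhibition of 20% or less in either well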;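 note: 0% = enzyme control without mixture and 100% = blank lacking enzyme; strong numbers were not always called active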
Target sequence (P08311 21-244 limits assumed): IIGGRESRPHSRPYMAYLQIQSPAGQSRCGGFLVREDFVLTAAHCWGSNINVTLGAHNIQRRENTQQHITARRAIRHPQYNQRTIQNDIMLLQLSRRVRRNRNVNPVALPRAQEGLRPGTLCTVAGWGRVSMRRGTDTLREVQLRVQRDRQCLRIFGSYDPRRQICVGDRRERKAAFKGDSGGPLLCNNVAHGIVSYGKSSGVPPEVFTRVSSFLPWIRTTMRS
CatL inh: blocks human cathepsin L protease activity; P07711; purified cathepsin L, fluorogenic substrate, fluorescence; inhibition, %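 (tested at 10 µM)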; 58,000 tested, 0.17% active; AID 460; in the data active = inhibition above about 45%;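 note: 0% = enzyme with no compound and 100% = no enzyme blank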
Target sequence (P07711 114-288 limits assumed): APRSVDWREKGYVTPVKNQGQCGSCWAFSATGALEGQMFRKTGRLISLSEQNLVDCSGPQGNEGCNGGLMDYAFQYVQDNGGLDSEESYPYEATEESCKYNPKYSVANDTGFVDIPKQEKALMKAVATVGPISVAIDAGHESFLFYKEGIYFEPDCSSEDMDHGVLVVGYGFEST
Target sequence (P07711 292-333 limits assumed): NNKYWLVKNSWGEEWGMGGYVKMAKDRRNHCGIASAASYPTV
HTR1A agonist: activates the human 5-HT1a serotonin receptor; activation, % at 10 µM; P08908; 65,000 tested, 0.56% active; CHO 5-HT1a Ga15 NFAT-bla reporter, FRET ratio; 0% basal, 100% maximal reference agonist;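 active = activation above the screen-wide mean activation plus 3 SD, cut at about 19% in these data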;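 note: 0% = DMSO wells and 100% = 5-CT at EC100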
Active calls of the source: *; . = not tested or not shown. Cut-off read from the data, not from the text of the source, unless noted: active = inhibition above about 20% (passing the limit was not always enough); inactive = the rest.

SMILES	C1s inh	Cdc25B block	FXIa inh mix	FXIIa mix inh	Hsp90 block	MKP-1 inh	CatG inh	CatL inh	HTR1A agonist
Cc1c(NC(=O)C(C)OC(=O)CC2Sc3ccccc3NC2=O)c(=O)n(-c2ccccc2)n1C (configuration not stated)	0	-5	3	2	-5	-6	-5	-4	-1.8
O=C(O)C1CCN(S(=O)(=O)c2cccnc2)CC1	12	10	7	0	-2	14	9	-2	-3.6
COc1cccc(-c2cc(C(=O)Nn3cnnc3)c3ccccc3n2)c1	12	-3	5	4	-6	8	11	.	0.1
Cn1c2ccccc2c2c(C(=O)NCc3ccco3)cn(C3CCCCC3)c(=O)c21	10	7	9	9	-9	27	9	.	0.0
CC(=O)Nc1nc(CC(C)C)cc(-c2ccco2)c1C#N	-1	-6	0	4	1	-3	13	-28	-0.8
Fc1cccc2sc(Nc3nnc(-c4ccccc4)o3)nc12	-39	7	-5	8	1	1	-6	-6	-1.1
O=C(O)c1cc2ccc3ccccc3c2[nH]1	-31	6	-1	4	2	13	0	5	-3.2
O=C(CC1Oc2ccccc2NC1=O)NCc1ccc(Cl)cc1 (configuration not stated)	2	-15	3	4	0	-3	0	.	-3.9
COC(=O)Cn1cc(C(=O)OC)c2ccccc21	5	-12	6	1	-1	-5	9	-7	-1.1
O=c1nc2n(c3c4c(sc13)CCC4)CCC2	-13	2	2	7	-9	24	-3	1	-0.3
Nc1nc2c3ccccc3nc(C3CC3)n2n1	6	-1	6	1	5	9	4	2	0.5
COc1ccccc1-n1nnnc1S(=O)(=O)Cc1ccc(Cl)cc1	26	-5	16	4	-2	-5	15	10	-3.8
Cn1ccnc1SCC(=O)N(C1CCCCC1)C1CCCCC1	3	-6	2	5	1	8	9	.	-1.1
Cc1ccc(C)c(S(=O)(=O)NC(CC(C)C)C(=O)O)c1 (configuration not stated)	-16	-8	2	-17	.	5	-3	-6	-1.8
COC(=O)[C@@H](NC(=O)Nc1ccccc1F)C(C)C	3	7	2	2	2	-19	7	4	-1.4
CCOc1cc(C)c(Cl)cc1S(=O)(=O)n1nnc2ccccc21	-8	-1	5	1	-2	20	6	3	-0.7
O=C(Cn1cnc2sc(-c3ccccc3)cc2c1=O)NCc1ccco1	-14	-7	-3	5	-8	19	13	10	1.7
CC(C)(C)NC(=O)c1sccc1C(=O)O	5	0	0	4	-3	22	9	-3	0.3
COc1ccc(NC(=O)CNc2cccc(C#N)c2)cc1Cl	12	-1	7	-19	-4	1	12	0	-4.6
O=C(Nc1nn(Cc2ccccc2F)cc1Br)c1cccs1	-6	-2	0	2	-5	1	-12	11	0.3
CCOC(=O)N1CCN(C(=O)c2cccc(NC(=O)c3ccco3)c2)CC1	0	-2	-2	5	1	-18	8	.	-0.2
O=C(COc1ccc(Cl)cc1Cl)NC(=O)N1CCCCC1	0	-21	7	0	-1	-2	0	6	-1.8
O=C(c1cnn2c1NC(c1ccc(Br)cc1)CC2C(F)(F)F)N1CCN2CCCC2C1 (configuration not stated)	-37	3	-6	-1	0	7	3	14	-0.2
O=C(Nc1ccccc1)N1CCCN(Cc2ccccc2F)C1	-120	0	-23	2	1	-8	-6	5	-4.2
CCOC(=O)C(NC(=O)c1ccc(OC)cc1)(OCC1(CC)COC1)C(F)(F)F (configuration not stated)	8	1	14	-13	-2	-7	5	1	0.9

(next part)
SMILES	C1s inh	Cdc25B block	FXIa inh mix	FXIIa mix inh	Hsp90 block	MKP-1 inh	CatG inh	CatL inh	HTR1A agonist
COc1ccccc1N(CC(=O)NC1CCCC1)C(=O)CCC(=O)Nc1cc(C)on1	-4	-4	2	5	3	-19	-9	3	1.2
Cn1c(=O)n(Cc2ccc(F)cc2)c(=O)c2c1nc1n2CCCN1Cc1ccccc1	3	-4	0	4	-1	8	12	1	2.2
COc1ccc(NC(=O)c2cc(-c3cc(C)ccc3O)n[nH]2)cc1Cl	19	4	7	-29	0	6	10	-10	-0.9
CCCS(=O)(=O)N1CCN(Cc2ccc(OCc3ccccc3)c(OC)c2)CC1	-17	-11	8	-15	5	12	-5	0	-0.1
CN(C)S(=O)(=O)c1ccc2oc(SCC(=O)NCC(F)(F)F)nc2c1	2	-21	2	12	-6	-9	2	.	-1.2
Cc1csc2ncc(C(=O)NCc3ccco3)c(=O)n12	.	-9	.	.	-1	2	.	.	1.0
O=C(CCN1CCc2ccccc2C1)Nc1ccccc1F	15	-9	5	7	-17	-4	10	-1	-0.6
CCSc1nc2ccccc2n1CCC(=O)O	2	-1	4	9	-2	-12	9	-7	-0.6
O=C(NCc1ccncc1)C12CC3CC(CC(C3)C1)C2	-38	-9	5	14	-2	9	-5	7	2.4
Cc1cccc(-c2noc(CN(C(=O)c3ccc(Br)o3)C(C)C)n2)c1	1	-10	8	3	-4	8	-6	-1	-0.3
COc1ccc(-c2csc(N3CCN(C(=O)c4ccco4)CC3)n2)cc1	-54	-14	7	6	2	-3	-10	.	0.2
C=CCOC(=O)C1=C(C)NC(=O)NC1C1CC=CCC1 (configuration not stated)	-21	-2	2	6	0	10	-17	4	0.7
Cc1cc(NCCCN2CCOCC2)n2ncc(-c3ccccc3)c2n1	-1	6	-2	2	-8	-5	10	26	2.0
CCOC(=O)N1CCN(C(=O)C(C)(C)Oc2ccc(Cl)cc2)CC1	14	-14	9	2	0	0	6	.	2.1
CCn1c(=N)n(CC(=O)c2ccco2)c2ccccc21	9	14	1	8	-1	-2	2	10	-1.3
Cc1occc1C(=O)OCC(=O)Nc1ccc(F)cc1	.	2	.	.	-3	-40	.	9	2.3
COCCNC(=O)c1ccc(NS(=O)(=O)c2cc(C)ccc2C)cc1	-14	-7	-3	5	-1	9	-15	-11	2.1
COc1cc(NC(=O)c2ccc(Br)o2)ccc1NC(=O)c1ccccc1Cl	7	-13	-1	4	1	17	1	11	6.4
CCOC(=O)CSC1=C(C#N)C(=O)NC2(CCCCC2)S1	-3	26	5	9	1	3	7	22	-2.2
O=C1CCC(C(=O)N(Cc2ccco2)C2(C(=O)NC3CCCC3)CCCCC2)N1 (configuration not stated)	10	-10	-5	10	-2	-1	14	7	-0.1
O=C(NC1CCCc2ccccc21)C1CCN(S(=O)(=O)c2cccc3nsnc23)CC1 (configuration not stated)	-59	15	-4	3	-5	2	3	7	-1.2
Cc1cc2ncn(S(=O)(=O)N3CCCCC3)c2cc1C	-18	1	1	7	1	4	4	-17	-4.8
O=C(CCC(=O)N1CCc2ccccc21)Nc1ccccc1	11	-6	6	16	-8	-10	11	-8	-5.0
COc1cc2c(C(=O)N3CCN(C)CC3)c(C)oc2cc1Br	2	-12	9	0	1	21	3	11	-1.1
Cc1nn(-c2ccccc2)c2c1C(O)n1c(nc3ccccc31)S2 (configuration not stated)	-4	-7	3	2	3	5	5	0	1.7

(listing goes on)
SMILES	C1s inh	Cdc25B block	FXIa inh mix	FXIIa mix inh	Hsp90 block	MKP-1 inh	CatG inh	CatL inh	HTR1A agonist
CC(C)C(=O)Nc1ccc(C(=O)N2CCN(C(=O)c3ccco3)CC2)cc1	1	3	5	7	-1	0	0	23	0.1
COC(=O)C(CC(C)C)Oc1ccc2c(C)cc(=O)oc2c1 (configuration not stated)	4	-12	0	6	.	3	8	4	1.1
COc1ccccc1NC1=NC(c2ccc(Cl)cc2)N=C(N)N1 (configuration not stated)	12	-2	3	-2	1	8	10	9	-0.9
CCOC(=O)N1CCC(NC(=O)c2ccc3c(=O)n4c(nc3c2)CCCC4)CC1	8	-3	7	8	-1	-3	7	-7	-4.1
CCC(=O)Nc1c2c(nn1-c1ccccc1C)CSC2	-43	-7	-8	-1	0	12	-5	11	17
CCN1C(=S)SC(=O)C1=C1C=C(C)N(CCO)C(C)=C1	9	-6	4	4	.	7	10	6	-0.3
CCN1C(=O)C(NC(C)=O)c2cc(Br)ccc21 (configuration not stated)	-18	-7	-4	0	-1	35	-9	37	0.5
O=C(COc1cccc(OC(F)F)c1)Nc1ccc(SC(F)F)cc1	-57	-9	-6	0	.	0	10	.	-1.6
Cc1nn(CC(=O)NC(C)c2ccccc2)c(=O)c2ccccc12 (configuration not stated)	7	-7	11	5	1	-6	11	7	-4.7
O=C(N1CCOCC1)N1CCC(n2nnc3ccccc32)CC1	8	1	-2	1	-2	14	9	1	1.2
CCOC(=O)C1CCCN(c2c(NCC3CCCN3CC)c(=O)c2=O)C1 (configuration not stated)	-55	3	4	3	-4	-10	-4	.	0.2
Cc1ccc(S(=O)(=O)N2CCN(C(=O)CSc3nnc(C)s3)C2)cc1	-10	-19	-2	10	0	8	3	18	0.2
Clc1ccc(OCc2nnc(SCc3nnc(-c4ccccc4)o3)o2)c(Cl)c1	7	-2	0	0	-5	3	1	7	14
COC(=O)c1ccccc1NC(=O)C1CCN(C(=O)c2cc(OC)c(OC)c(OC)c2)CC1	2	.	4	6	.	.	-1	-19	0.2
O=C(c1cccc(F)c1)N1CCN(CC2CC3C=CC2C3)CC1 (configuration not stated)	5	-11	8	5	0	5	4	-6	-2.1
O=C(Nc1ccc2c(c1)OCCO2)C1CCN(S(=O)(=O)c2cccc3nsnc23)CC1	-34	10	6	-2	-5	-6	-1	1	2.9
Cc1[nH]c2ccc(CNS(=O)(=O)c3ccc(S(=O)(=O)N4CCOCC4)cc3)cc2c1C	20	1	13	-19	-1	29	52	2	-0.1

Entries listed so far containing a Cl atom, in the order listed:
SMILES	C1s inh	Cdc25B block	FXIa inh mix	FXIIa mix inh	Hsp90 block	MKP-1 inh	CatG inh	CatL inh	HTR1A agonist
O=C(CC1Oc2ccccc2NC1=O)NCc1ccc(Cl)cc1 (configuration not stated)	2	-15	3	4	0	-3	0	.	-3.9
COc1ccccc1-n1nnnc1S(=O)(=O)Cc1ccc(Cl)cc1	26	-5	16	4	-2	-5	15	10	-3.8
CCOc1cc(C)c(Cl)cc1S(=O)(=O)n1nnc2ccccc21	-8	-1	5	1	-2	20	6	3	-0.7
COc1ccc(NC(=O)CNc2cccc(C#N)c2)cc1Cl	12	-1	7	-19	-4	1	12	0	-4.6
O=C(COc1ccc(Cl)cc1Cl)NC(=O)N1CCCCC1	0	-21	7	0	-1	-2	0	6	-1.8
COc1ccc(NC(=O)c2cc(-c3cc(C)ccc3O)n[nH]2)cc1Cl	19	4	7	-29	0	6	10	-10	-0.9
CCOC(=O)N1CCN(C(=O)C(C)(C)Oc2ccc(Cl)cc2)CC1	14	-14	9	2	0	0	6	.	2.1
COc1cc(NC(=O)c2ccc(Br)o2)ccc1NC(=O)c1ccccc1Cl	7	-13	-1	4	1	17	1	11	6.4
COc1ccccc1NC1=NC(c2ccc(Cl)cc2)N=C(N)N1 (configuration not stated)	12	-2	3	-2	1	8	10	9	-0.9
Clc1ccc(OCc2nnc(SCc3nnc(-c4ccccc4)o3)o2)c(Cl)c1	7	-2	0	0	-5	3	1	7	14

Rows are unselected. About 1.6% of those tested had a hit in this group.
